Cl transport mod – modulates chloride dependent transport by human KCC2. KCC2 cells, thallium flux FluoZin-2 fluorescence. hit rate 2.2% among 190,000. Q9H2X9. B-score of Tl+ flux slope (higher = more flux/activation; lower = inhibition) at 10 µM;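 active = thallium flux slope and its plate-corrected score both differing from the plate sample mean at a set confidence after two filtering rounds, in either direction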;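 also: slope of fluorescence scaled to starting intensity during 10 to 20 s after thallium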
zVAD death inh – L929 zVAD cell death inhibition; L929 zVAD necroptosis rescue, ATP luminescence, 24 h; with zVAD 60 µM; viability rescue, % at 10 µM; hit rate 0.38% among 220,000; AID 1377;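 active = activation, scaled between plate controls, above about 75%, limit read from the data; inactive = activation under that limit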;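 also: 0% = zVAD with DMSO and 100% = DMSO alone without zVAD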
eIF4E-4G inh – eIF4E/eIF4G interaction inhibition in translation initiation | TR-FRET eIF4E-eIF4GI(517-606) binding, 2 h | inhibition, % at 21.7 µM | hit rate 0.37% among 220,000 | AID 782;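 active = inhibition above about 30%, limit read from the data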;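 also: 0% = full FRET control wells and 100% = background wells lacking eIF4GI fragment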
Rad51 HR inh – blocks human Rad51 in homologous recombination. Q06609. hRad51 DNA strand exchange, fluorescence dequenching. inhibition, % at 10 µM. hit rate 0.085% among 200,000. AID 1385;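 active = inhibition above 40% at the single screening dose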;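 also: 0% = DMSO control wells and 100% = blanks with heterologous ssDNA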
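System: hRad51 filaments on single-stranded DNA; reagent: Fluorescein- and BHQ1-tagged 47-mer duplex; compound dosing: one concentration, 10 µM final; timing: filaments 15 min 37 °C, then compound 30 min; measured by: fluorescein emission 520 nm, excitation 485 nm; benchmarks: per-plate controls and blanks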
Mdm2 ligase inh – blocks human Mdm2 ubiquitin ligase activity. AID 1230. signal enhancement, % at 5 µM. hit rate 0.11% among 210,000. cell-based MDM2 ubiquitination luciferase reporter, 2 h; 0 = plate control, 100 = twice control, blank-subtracted. Q00987;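 active = signal enhancement of 30% or more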;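 also: luminescence tracks abundance of the self-degrading MDM2-luciferase fusion protein; higher signal means inhibition of MDM2 E3 ligase activity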
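Material: stable MDM2–luciferase fusion reporter cells / Quantity: 2000 cells/well / Dosing: single 5 µM compound dose, 0.2% final DMSO / Buffer or medium: DMEM / Schedule: 4 h cell settling then 2 h compound exposure, 37 °C / Detection: luminescence with SteadyLite reagent, 15 min at room temperature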
Calpain2 inh – inhibitors of pig calpain II. purified calpain II, fluorogenic peptide substrate, 30 min. inhibition, % at 16 µM. hit rate 0.37% among 220,000;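 active = inhibition above about 50%, limit read from the data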
EBV gp42 block – EBV gp42 inhibition | Q1HVG2 | Fluorescence polarization binding assay, mP read-out | inhibition, % (tested at 21.74 µM) | hit rate 0.42% among 220,000; in the data active = inhibition above about 50%
PERK inh – inhibitors of human PERK kinase | Q9NZJ5 | CHO PERK-DD fusion, SEAP luminescence translation reporter | inhibition, % at 5.6 µM | hit rate 0.17% among 220,000 | AID 1416;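 active = inhibition above the mean inhibition of all tested compounds plus 3 SD, set separately per screening campaign, cut at about 2.9% in these data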;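 also: PERK kinase domain activated by AP20187 dimerizer at 100 nM; 0% = DMSO with dimerizer and 100% = rapamycin at 8.4 µM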
Target sequence (Q9NZJ5 whole entry, looked up, the tested form may be a part): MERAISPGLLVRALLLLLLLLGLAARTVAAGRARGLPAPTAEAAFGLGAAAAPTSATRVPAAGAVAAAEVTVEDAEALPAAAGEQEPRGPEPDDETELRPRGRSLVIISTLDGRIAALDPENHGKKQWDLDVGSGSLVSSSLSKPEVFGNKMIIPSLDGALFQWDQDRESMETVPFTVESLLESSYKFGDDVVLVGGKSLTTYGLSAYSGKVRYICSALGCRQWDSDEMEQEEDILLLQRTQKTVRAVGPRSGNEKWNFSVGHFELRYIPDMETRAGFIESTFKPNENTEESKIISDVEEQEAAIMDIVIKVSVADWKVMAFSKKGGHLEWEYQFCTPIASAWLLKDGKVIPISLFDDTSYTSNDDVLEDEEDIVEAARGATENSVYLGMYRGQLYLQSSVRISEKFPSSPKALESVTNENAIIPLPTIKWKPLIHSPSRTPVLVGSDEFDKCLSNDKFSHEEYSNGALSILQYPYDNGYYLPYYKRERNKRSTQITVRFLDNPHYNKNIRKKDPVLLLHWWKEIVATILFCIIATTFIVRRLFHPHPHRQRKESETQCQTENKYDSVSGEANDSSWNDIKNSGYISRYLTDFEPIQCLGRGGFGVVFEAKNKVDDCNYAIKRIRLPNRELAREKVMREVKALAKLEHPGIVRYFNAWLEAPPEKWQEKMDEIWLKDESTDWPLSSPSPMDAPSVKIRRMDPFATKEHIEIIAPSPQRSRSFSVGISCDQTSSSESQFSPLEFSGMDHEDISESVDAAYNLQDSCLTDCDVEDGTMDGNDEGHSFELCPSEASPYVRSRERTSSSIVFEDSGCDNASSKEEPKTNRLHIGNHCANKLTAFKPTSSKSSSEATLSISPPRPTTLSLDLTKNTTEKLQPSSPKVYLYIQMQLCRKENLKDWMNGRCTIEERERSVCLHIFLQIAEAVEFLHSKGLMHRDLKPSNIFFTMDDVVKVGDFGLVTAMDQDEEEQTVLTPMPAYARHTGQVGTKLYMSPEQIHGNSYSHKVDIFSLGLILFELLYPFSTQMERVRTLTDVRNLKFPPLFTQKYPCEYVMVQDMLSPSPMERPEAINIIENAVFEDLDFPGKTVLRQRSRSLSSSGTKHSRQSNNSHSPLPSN
TNF death inh – blocks TNF-alpha induced death of Jurkat FADD-/- cells; Jurkat FADD-/- TNF necroptosis rescue, ATP luminescence, 24 h; 0 = TNF only, 100 = no-TNF cells; activation (protection from cell death), % at 10 µM; hit rate 0.068% among 220,000;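 active = activation, meaning protection from cell death, of at least 50% relative to plate controls; inactive = activation below 50%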;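 also: necroptosis triggered by 40 ng/mL TNF-alpha added together with compound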
* = called active by the depositor; . = no result given; [ ] = another dose, or the depositor's remark.

Short forms: A = Cl transport mod; B = zVAD death inh; C = eIF4E-4G inh; D = Rad51 HR inh; E = Mdm2 ligase inh; F = Calpain2 inh; G = EBV gp42 block; H = PERK inh; I = TNF death inh
(1) CC(C)Cn1cc(C(=O)N2CCC(C)CC2)c2c3ccccc3n(C)c2c1=O
  A: -0.44; B: -0.6; C: 15; D: 8; E: -7; F: -105; G: -4; H: 0.3; I: 2.4

(2) COC(=O)Cn1c(=O)c(C(=O)CCl)c(N)n(Cc2ccccc2)c1=O
  A: -0.2; B: 0.3; C: -7; D: 5; E: -11; F: -8; G: -13; H: 1.2; I: -0.3

(3) Cc1ccccc1CSCC(=O)c1c(N)n(CC(C)C)c(=O)n(C)c1=O
  A: -1.4; B: -0.7; C: -1; D: 12; E: -5; F: -10; G: -16; H: -0.6; I: -5.5

(4) Cc1nc([N+](=O)[O-])c(Br)n1CC(=O)c1ccc(Br)cc1
  A: -0.54; B: 0.5; C: -1[fluorescence artefact?]; D: 0; E: -6; F: -52; G: -8; H: -0.3; I: -8.2

(5) CC(C)CC(=O)NC(=S)Nc1ccc(N2CCOCC2)cc1
  A: -0.023; B: 0.4; C: 3; D: 4; E: 11; F: -3; G: -10; H: 0.8; I: 1.6

(6) CCOc1ccc(NC(=O)CSCC(=O)O)cc1
  A: .; B: -0.8; C: 4[fluorescence artefact?]; D: -1; E: -1; F: -6; G: -28; H: 0.2; I: 0.5

(7) COC(=O)CCN(c1ccccc1)S(=O)(=O)c1ccc(OC)cc1
  A: 1.1; B: -0.2; C: 11; D: 27; E: -7; F: -6; G: -16; H: 0.6; I: -2.8

(8) COc1ccccc1C(=O)NC(=S)NNC(=O)c1sc2ccccc2c1Cl
  A: 34*; B: 1.4; C: -5; D: 3; E: -5; F: -29; G: 23; H: 0.5; I: -9.3

(9) COc1ccccc1C(=O)n1nc(-c2ccccc2)nc1N
  A: .; B: -0.2; C: 2[fluorescence artefact?]; D: 6; E: -12; F: -32; G: -7; H: 0.4; I: -1.6

(10) COc1ccc(N2C(=O)CC(N3CCN(c4ccc(S(=O)(=O)N5CCCC5)cc4)CC3)C2=O)cc1 (configuration not stated)
  A: .; B: 0.8; C: -3[fluorescence artefact?]; D: -9; E: -12; F: 9; G: -2; H: 0.1; I: 0.3

(11) CCOC(=O)C1=C(C)NC2=C(C(=O)CCC2)C1c1cccs1 (configuration not stated)
  A: .; B: 0.3; C: -4; D: -4; E: .; F: -106; G: -17; H: 0.3; I: -2.1

(12) CC1CCc2sc(C(=O)N=Nc3c(O)[nH]c4ccccc34)cc2C1 (configuration not stated)
  A: -0.016; B: -0.6; C: -2; D: -7; E: -8; F: -18; G: 4; H: -0.2; I: 1.1

(13) CC(OC(=O)C1CC1)C(=O)Nc1ccc([N+](=O)[O-])cc1Cl (configuration not stated)
  A: .; B: 2.9; C: 5; D: -9; E: -19; F: -9; G: -3; H: -0.1; I: 1.6

(14) N/C(=N\OC(=O)c1cccc(Br)c1)c1ccccc1
  A: -0.051; B: -0.1; C: -13; D: -3; E: -15; F: -14; G: -10; H: -0.1; I: -2.4

(15) CSc1ccccc1NC(=O)CN(c1ccccc1)S(=O)(=O)N(C)C
  A: -1; B: -0.8; C: 3; D: 6; E: -8; F: 12; G: 9; H: 0.1; I: 1.7

Short forms: A = Cl transport mod; B = zVAD death inh; C = eIF4E-4G inh; D = Rad51 HR inh; E = Mdm2 ligase inh; F = Calpain2 inh; G = EBV gp42 block; H = PERK inh; I = TNF death inh
(16) Nc1ncnc(Nc2ccc(F)cc2)n1
  A: -0.82; B: 3.2; C: -1; D: -1; E: -6; F: -10; G: -27; H: -0.3; I: -0.3

(17) COc1ccc(CNC(=O)C(=O)NCC2OCCN2S(=O)(=O)c2cccs2)cc1 (configuration not stated)
  A: -0.012; B: 5.1; C: 0; D: -1; E: .; F: -25; G: -3; H: -0.1; I: -0.2

(18) O=C(Cn1ncc2c3ccccc3n(Cc3ccccc3)c2c1=O)N1CCN(c2ncccn2)CC1
  A: -0.73; B: 0.4; C: -21; D: -5; E: -10; F: -158; G: -10; H: -1.3; I: -1.6

(19) Cc1cc(C(=O)COC(=O)c2ccc[nH]c2=O)c(C)n1C1CC1
  A: 0.7; B: 1.6; C: 7; D: .; E: -27; F: -9; G: -5; H: 0.9; I: 0.9

(20) Cc1cccc(C)c1OCc1nnc(SCC(=O)Nc2ccccc2F)o1
  A: -0.22; B: -0.7; C: 5; D: -8; E: -15; F: -11; G: 0; H: 1.1; I: 1.7

(21) CCOc1ccccc1OCCOCCOc1ccccc1[N+](=O)[O-]
  A: -1.4; B: 0.1; C: -3; D: 3; E: -1; F: 5; G: -16; H: 0.5; I: 2.1

(22) Clc1ccc(CCNc2nc3ccccc3s2)cc1
  A: 0.93; B: 0.0; C: -4; D: -2; E: -7; F: -6; G: 11; H: 0.9; I: 0.0

(23) Nc1c(N(CCO)C(=O)COc2ccc(Cl)cc2)c(=O)[nH]c(=O)n1Cc1ccccc1
  A: 0.82; B: 1.4; C: 4; D: .; E: .; F: -4; G: -3; H: 1.1; I: 1.3

(24) O=C(C(=O)N1CCN(c2cccc(Cl)c2)CC1)c1c[nH]c2ccccc12
  A: -2.7; B: 9.8; C: -1; D: -2; E: 2; F: 10; G: -8; H: 0.5; I: 1.1

(25) Cc1ccc(C(=O)Cn2c(NCCO)nc3ccccc32)cc1
  A: -0.51; B: 1.4; C: 2[fluorescence artefact?]; D: -12; E: 5; F: 9; G: -2; H: -0.9; I: 0.7

(26) CCOC(=O)c1cnc(-n2nc(C)cc2C)nc1NCc1ccc2c(c1)OCO2
  A: .; B: 0.1; C: -2; D: -8; E: -7; F: -75; G: -3; H: 0.1; I: -1.6

(27) COc1ccc(-c2nc3ncnn3cc2C)cc1F
  A: .; B: 0.5; C: -1; D: .; E: -24; F: -366; G: 3; H: 1.9; I: 0.1

(28) CC(=O)N1N=C(c2ccc(C)cc2)OC1c1ccc(C(C)C)cc1 (configuration not stated)
  A: .; B: -0.1; C: 11; D: -12; E: .; F: -4; G: -10; H: 0.8; I: -1.7

(29) CCOc1ccc(N(CC)C(=O)COc2cc(=O)n(C)c3ccccc23)cc1
  A: -1.3; B: -1.1; C: 7; D: -3; E: -11; F: 10; G: -253; H: -0.2; I: -3.2

(30) Cc1ccc(S(=O)(=O)NCc2ccc3[nH]c(C)cc3c2)cc1
  A: -1.5; B: -1.2; C: -4; D: -23; E: -13; F: 28; G: 8; H: -0.2; I: 2.3

Taken from above.
CCOc1ccccc1OCCOCCOc1ccccc1[N+](=O)[O-] @ Rad51 HR inh = 3
Nc1c(N(CCO)C(=O)COc2ccc(Cl)cc2)c(=O)[nH]c(=O)n1Cc1ccccc1 @ zVAD death inh = 1.4
COC(=O)Cn1c(=O)c(C(=O)CCl)c(N)n(Cc2ccccc2)c1=O @ Rad51 HR inh = 5

Full records from above. Order of screens: Cl transport mod | zVAD death inh | eIF4E-4G inh | Rad51 HR inh | Mdm2 ligase inh | Calpain2 inh | EBV gp42 block | PERK inh | TNF death inh
Shown for `Nc1c(N(CCO)C(=O)COc2ccc(Cl)cc2)c(=O)[nH]c(=O)n1Cc1ccccc1` : 0.82 | 1.4 | 4 | . | . | -4 | -3 | 1.1 | 1.3
Shown for `Cc1ccc(S(=O)(=O)NCc2ccc3[nH]c(C)cc3c2)cc1` : -1.5 | -1.2 | -4 | -23 | -13 | 28 | 8 | -0.2 | 2.3
Shown for `CCOc1ccc(N(CC)C(=O)COc2cc(=O)n(C)c3ccccc23)cc1` : -1.3 | -1.1 | 7 | -3 | -11 | 10 | -253 | -0.2 | -3.2

Additional records:
Short forms: A = Cl transport mod; B = zVAD death inh; C = eIF4E-4G inh; D = Rad51 HR inh; E = Mdm2 ligase inh; F = Calpain2 inh; G = EBV gp42 block; H = PERK inh; I = TNF death inh
(31) COc1cc(NC(=O)COC(=O)/C=C/c2ccccc2Cl)cc(OC)c1
  A: -1.3; B: 0.2; C: 13[fluorescence artefact?]; D: 1; E: 8; F: 4; G: -14; H: 1.3; I: 0.5

(32) CC1CCN(S(=O)(=O)c2cccc(-c3nnc(-c4cccnc4)o3)c2)CC1
  A: -0.21; B: 1.3; C: -2; D: 3; E: 4; F: -10; G: -9; H: -0.7; I: 0.3

(33) O=C(CN1CCN(c2ccccc2O)CC1)Nc1cc([N+](=O)[O-])ccc1Cl
  A: 0.78; B: 0.4; C: 2; D: -9; E: 0; F: -40; G: -2; H: 0.7; I: 2.1

(34) CCc1c(C)nc2ncnn2c1NCc1cccs1
  A: -0.42; B: -0.2; C: -1; D: 6; E: -11; F: 14; G: -2; H: 0.3; I: -6.9

(35) Cc1ccc(-c2ccc(CCC(=O)O)n2NC(=O)c2ccco2)cc1
  A: -0.018; B: 1.1; C: 4; D: -6; E: -6; F: -2; G: -9; H: -0.1; I: -1.6

(36) COc1ccc(C(C[N+](=O)[O-])c2c(-c3ccccc3)cc3ccccn23)cc1OC (configuration not stated)
  A: -0.49; B: 0.0; C: -4; D: .; E: -17; F: -39; G: -6; H: -0.7; I: -7.9

(37) COCCNC(=O)c1ccc2c(=O)n(CCCN3CCCC3=O)c(=S)[nH]c2c1
  A: 0.6; B: 3.2; C: 0; D: 16; E: -12; F: 12; G: 0; H: 0.7; I: 0.6

(38) CCOCCCNC(=S)NCCCNc1nc2c(C)c(C)ccc2cc1C#N
  A: .; B: -2.1; C: -3; D: -3; E: -13; F: -148; G: 7; H: -0.9; I: 2.5

(39) Cc1ccc(-c2cc(C(=O)NN3CCOCC3)c3cc(Br)ccc3n2)o1
  A: 0.48; B: 1.5; C: -7; D: -3; E: -4; F: -447; G: 3; H: -0.1; I: 1.4

(40) CC(C)CCN1CC(C(=O)NC(C)C)CC1=O (configuration not stated)
  A: 0.46; B: 6.2; C: 6; D: -5; E: -7; F: -20; G: -27; H: 1.0; I: 1.4

(41) Cc1ccc(CNC(=O)CCCOc2cc(=O)n(C)c3ccccc23)o1
  A: 0.58; B: 24; C: 1[fluorescence artefact?]; D: 0; E: 3; F: -24; G: -3; H: 0.6; I: -0.9

(42) O=[N+]([O-])c1cccc(S(=O)(=O)c2ccc(NCCO)c([N+](=O)[O-])c2)c1
  A: -0.68; B: -0.9; C: 3; D: .; E: 3; F: -18; G: -6; H: 0.1; I: -0.6

(43) O=C(CSc1nnc(-c2ccncc2)n1Cc1ccco1)Nc1nccs1
  A: 0.59; B: 0.0; C: 4[fluorescence artefact?]; D: 8; E: -4; F: 8; G: -14; H: 0.2; I: 1.6

(44) Nc1ccccc1NC(=O)c1ccccc1
  A: .; B: 59; C: 0; D: -9; E: -11; F: 8; G: -6; H: 2.0; I: 12

(45) Cn1c(-c2sccc2OCc2ccccc2)n[nH]c1=S
  A: .; B: -0.3; C: 6; D: -8; E: 6; F: -12; G: -38; H: 0.2; I: -3.2

(46) CCOC(=O)c1nc(NCCc2ccccc2)sc1C
  A: -1.8; B: 47; C: -2; D: -6; E: -3; F: -9; G: -2; H: 0.3; I: 5.4

(47) CCOc1ccccc1-n1c(N)c(C(N)=O)sc1=S
  A: -0.34; B: -0.3; C: -5; D: -7; E: -19; F: 19; G: -18; H: 1.1; I: -1.6

High-throughput results deposited in PubChem by several laboratories.
